Bioassay records deposited in PubChem by National Center for Advancing Translational Sciences (NCATS).
aSyn yeast inh = inhibitors of alpha-synuclein toxicity in yeast. Potency, µM (doses to about 46.1 µM), for inactives: at the highest dose growth rescue (activation), actives largely listed as activators. Yeast expressing alpha-synuclein, growth rescue, BacTiter-Glo, 24 h. actives 0.14% (n = 370,000); further: potency means the concentration at half of the fitted maximal effect; % of control where 0% means no effect; nearly all actives have a fitted effect of over 65% in size
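Screening used galactose-induced yeast with toxic alpha-synuclein levels, exposed to compound for 24 hr at 30 deg C. Cell growth, read with BacTiter-Glo luminescence, gave the measured signal.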
HEK293 tox = cytotoxic in the GLP-1 receptor inverse agonist counter-screen; HEK293 cAMP-luciferase reporter cells, luminescence, 24 h; Potency, µM (highest dose often 38.3 µM), for the others: top-dose activity change, negative = inhibition, usual class: inhibitors; actives 0.13% (n = 410,000);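 further: loss of luciferase light is scored as toxicity; potency means the concentration at half of the fitted maximal effect; on the % scale 0 is the no-effect control and ±100 the full control effect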
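Seeding density was 200 cells/uL; after overnight-length (12 h) culture, 23 nL compounds went on for 24 h at 37 °C. Readout used a luciferase detection reagent, luminescence taken after 12 min at room temperature.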
GLP-1R inv ag = inverse agonists of human GLP-1 receptor; P43220; HEK293 GLP-1R CRE-luciferase, luminescence, 24 h; GLP-1R form is constitutively active; Potency, µM (doses to about 38.3 µM), for the others: at the top dose activity change, negative = inhibition, most hits filed as inhibitors; actives 1.6% (n = 410,000); AID 624417; further: potency means the concentration at half of the fitted maximal effect; on the % scale 0 is the no-effect control and ±100 the full control effect; nearly all actives have a fitted effect of over 55% in size
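Inverse agonism was detected as reduced cAMP-driven luciferase luminescence after 24 h compound treatment. The cells were HEK293 clones expressing constitutively active human GLP-1R with the reporter. Reporter-only and GPR119 cell lines served as counterscreen controls.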
D3 ag = agonists of human D3 dopamine receptor; P35462; D3R DiscoveRx beta-arrestin cells, luminescence, 90 min; max activation, %; actives 0.58% (n = 410,000); AID 652048; in the data active means max activation above about 30%; further: 0% is about no effect; mostly tested at two doses, the higher about 12 µM
Target sequence (P35462 whole entry, looked up): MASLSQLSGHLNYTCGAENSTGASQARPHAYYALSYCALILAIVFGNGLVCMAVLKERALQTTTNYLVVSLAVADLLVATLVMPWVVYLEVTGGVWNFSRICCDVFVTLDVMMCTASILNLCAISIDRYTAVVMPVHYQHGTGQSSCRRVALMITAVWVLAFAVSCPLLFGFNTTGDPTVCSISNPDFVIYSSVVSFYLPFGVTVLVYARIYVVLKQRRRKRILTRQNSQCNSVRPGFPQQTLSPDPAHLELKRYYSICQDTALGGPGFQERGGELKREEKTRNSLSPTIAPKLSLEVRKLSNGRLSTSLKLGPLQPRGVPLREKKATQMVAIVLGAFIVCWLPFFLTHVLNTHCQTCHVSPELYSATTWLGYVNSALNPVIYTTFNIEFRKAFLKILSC
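Cells at 1500/well, incubated overnight, then treated with pinned compounds (dopamine as control) for 90 min at 37 degrees C. DiscoveRx reagent added for 30 - 60 minutes at room temperature; luminescence read.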
PTHR1 agonist = agonists of human PTHR1 parathyroid hormone receptor; Q03431; actives 0.075% (n = 410,000); HEK293 GP2 PTHR1 cells, GloSensor cAMP luminescence, 1 h; Potency, µM (titrated, usually from 115 µM), for inactives: at the top dose activation, usual class: activators; further: potency means the concentration at half of the fitted maximal effect; nearly all actives have a fitted effect of over 55% in size; some results filed as inactive show a strong effect at the top dose; inactives centre near -15; many of its hits are not listed in these tables
Target sequence (Q03431 whole entry, looked up): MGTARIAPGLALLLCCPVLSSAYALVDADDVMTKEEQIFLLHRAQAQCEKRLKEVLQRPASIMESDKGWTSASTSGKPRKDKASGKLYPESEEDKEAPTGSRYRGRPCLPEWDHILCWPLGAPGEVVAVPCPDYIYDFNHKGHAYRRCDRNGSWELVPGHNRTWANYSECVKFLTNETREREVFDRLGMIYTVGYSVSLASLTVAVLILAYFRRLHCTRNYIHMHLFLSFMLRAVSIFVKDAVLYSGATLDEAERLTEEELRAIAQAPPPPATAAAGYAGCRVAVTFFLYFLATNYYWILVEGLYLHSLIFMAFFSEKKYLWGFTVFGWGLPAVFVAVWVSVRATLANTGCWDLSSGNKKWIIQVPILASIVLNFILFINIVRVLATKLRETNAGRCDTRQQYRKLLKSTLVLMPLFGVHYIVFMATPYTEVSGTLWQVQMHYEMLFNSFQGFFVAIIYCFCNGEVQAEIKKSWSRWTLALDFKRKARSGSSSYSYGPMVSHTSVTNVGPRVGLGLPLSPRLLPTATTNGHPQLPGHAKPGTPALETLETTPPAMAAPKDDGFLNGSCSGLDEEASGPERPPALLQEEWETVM
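HEK-293-derived GP2 cells expressing PTHR1 and a GloSensor cAMP reporter, 3,000/well, plated overnight, given luciferin plus IBMX (each 0.5 mM as added) for 1 h at 37 °C, then compound for 1 h at 37 °C. Luminescence was read after 15 min at room temperature.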
D3 antag = antagonists of human D3 dopamine receptor; P35462; D3R cells, DiscoveRx beta-arrestin luminescence, antagonist mode; stronger effect = lower value; max response, negative = inhibition, %; actives 2.5% (n = 360,000); in the data active means max response below about -50%; inconclusive means no clear call, values can overlap the other calls; further: on the % scale 0 is the no-effect control and ±100 the full control effect; mostly tested at two doses, the higher about 12 µM
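Cells plated overnight at 1500 cells/well, then exposed to library compounds with dopamine controls for 90 minutes at 37 degrees C. DiscoveRx reagent added for 30–60 minutes at room temperature; luminescence read, quantitative HTS format.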
TDP-43 yeast inh = inhibitors of TDP-43 toxicity in yeast. actives 1.8% (n = 410,000). TDP-43 expressing yeast growth rescue, BacTiter-Glo, 24 h. Potency, µM (series often up to 46.1 µM), for inactives: top-dose growth rescue (activation), hits mostly activators. AID 652104; further: potency means the concentration at half of the fitted maximal effect; % of control where 0% means no effect; nearly all actives have a fitted effect of over 50% in size
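Cell-based yeast growth screen: TDP-43 expression induced in galactose, inoculum OD600=0.02 after raffinose pregrowth to mid-log. Read-out BacTiter-Glo luminescence at 24 hr, 30 deg C; inhibition of toxicity seen as signal increase.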
GLP-1R agonist = GLP-1 receptor (human) agonism; P43220; HEK293 GLP-1R CRE-luciferase, luminescence, 4-6 h; cells express a hypersensitive GLP-1R form; Potency, µM (titrated, usually from 45.6 µM), inactives show top-dose activation, most hits filed as activators; actives 0.007% (n = 380,000); further: potency means the concentration at half of the fitted maximal effect; % of control where 0% means no effect
KB-V1 MDR tox = kills drug-selected multidrug resistant KB-V1 cells | KB-V1 MDR cells viability, CellTiter-Glo, 72 h | Potency, µM (top dose mostly 46.1 µM), for inactives: at the highest dose activity change, negative = cytotoxicity, most hits filed as cytotoxic | actives 3.4% (n = 400,000) | AID 1347076; further: potency means the concentration at half of the fitted maximal effect; on the % scale 0 is the no-effect control and ±100 the full control effect; nearly all actives have a fitted effect of over 60% in size
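In this primary screen, KB-V1 cells overexpressing P-gp are incubated with library compounds (lowest to highest concentration) for 72 h at 37 degrees C before a luminescent ATP viability read.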
Starred values were filed as active, the others as inactive; i = inactive; ? = inconclusive; / = no result given; [ ] = another dose, or the depositor's remark. Unless noted, the call rests on the fitted dose curve; in most records, active means well fitted curve in the direction sought with a large enough effect; inconclusive means small, poorly fitted or top-dose-only effect, or another doubt; inactive means no such curve, though single readings can be large; an effect the other way counts as inactive or inconclusive. An excerpt (hit frequency here may not be typical).

structure | PTHR1 agonist | D3 antag | HEK293 tox | aSyn yeast inh | TDP-43 yeast inh | GLP-1R inv ag | KB-V1 MDR tox | GLP-1R agonist | D3 ag
C=CCn1c(Oc2ccc(C=O)cc2OCC)nc2c1c(=O)n(C)c(=O)n2C | i | -5.1 | -1.2% | -4.3% | 9.6% | 9.0% | -0.6% | -2.4% | -1.5
COc1ccccc1C(=O)NCC(=O)NCCC(c1ccccc1)c1ccccc1 | -39.2%[inhibitor] | 0.0 | -4.6% | -4.8% | -13.7% | ? | / | 7.8% | -30.4
COc1cc(NC(=O)c2cccc3c2C(=O)N(C2CCCCC2)C3)cc(OC)c1 | -9.4% | / | -6.2% | / | 12.7% | -1.8% | 15.3% | 1.2% | 9.7
Nc1nc(-c2ccc(Cl)cc2)cn1N | i | 2.7 | -19.3% | 4.2% | -13.3% | 9.9% | 3.7% | -4.2% | -1.6
O=C(O)COc1ccccc1C(Nc1ccccn1)c1cc(Cl)c2cccnc2c1O (stereo not drawn) | -4.6% | -16.7 | -0.7% | -6.8% | 5.8% | 3.3% | 5.1% | -10.9% | 2.8
CC1CC(C)(C)CC2(C1)NC(=O)N(CC(=O)Nc1ccc3[nH]c(=O)[nH]c3c1)C2=O (stereo not drawn) | i | 7.3 | -14.8% | -3.6% | 13.5% | 10.2% | ? | -7.2% | 3.5
Cc1ccn2c(Nc3ccccc3)c(-c3ccccn3)nc2c1 | i | -73.8* | -19.0% | 1.4% | 9.6% | 1.0% | ? | 6.3% | -26.1
Cc1ccc(CNC(=O)CCC(=O)N2CCSc3ccccc32)cc1 | -11.4% | / | 13.2% | / | 19.9% | -22.1% | / | / | -11.4
O=C(CNC(=O)c1ccc2c(c1)OCO2)N/N=C/c1cc(Br)ccc1O | i | 9.7 | 10.4% | 7.0% | -13.3% | ? | -2.6% | -0.1% | 3.4
Cc1cc(C)cc(NC(=O)CCn2cnc3cc(C)c(C)cc32)c1 | -18.1% | 13.6 | -6.3% | -4.7% | -6.6% | ? | ? | 7.6% | 2.8
CS(=O)(=O)N1CCC(Oc2ccccc2C(=O)NC(C2CC2)C2CC2)CC1 | i | 0.2 | 2.8% | 3.0% | 4.2% | -8.7% | ? | 4.7% | 0.6
O=C(c1nc2nc(-c3ccccc3)cc(C(F)(F)F)n2n1)N1CCOCC1 | i | -15.4 | 16.0% | -5.1% | -14.6% | 10.9% | -4.5% | -3.0% | 1.3
Cc1cc(C)nc(NC(=O)C2c3ccccc3Oc3ccccc32)n1 | -29.4% | 8.4 | -1.3%[7.66 µM] | 7.6% | -10.5%[9.22 µM] | -10.9%[7.66 µM] | -17.6% | 5.8% | 4.8
Cc1cc(N=NC(=O)c2ccccc2)ccc1O | i | -0.8 | -0.6% | 0.8% | -3.0% | -4.7% | ? | -5.4% | 0.8
COc1ccc(NC(=O)COC(=O)c2c(NC(C)=O)sc(C)c2C)cc1 | -19.4% | -10.3 | 4.7% | -1.7% | 2.7% | 8.8% | 0.7% | -2.6% | -13.8
O=C(c1ccc(CNS(=O)(=O)c2ccc(Br)cc2)cc1)N1CCCCCC1 | -87.0%[inhibitor] | -9.9 | -7.4% | 9.9% | 14.1% | ? | ? | 5.9% | 3.7
CCc1cccc(C)c1NS(=O)(=O)c1cc(-c2cc(C)no2)ccc1C | -52.7%[inhibitor] | / | -3.0% | / | -14.2% | ? | 0.0% | / | -16.6
COc1cc(C(=O)NCCN2CCOCC2)cc(OC)c1OC | i | -17.7 | 3.1% | -1.3% | -19.2% | 9.2% | 5.0% | -5.8% | 1.2
O=C1C2C3C=CC(CC3)C2C(=O)N1/N=C/c1ccco1 (stereo not drawn) | -32.2%[inhibitor] | -6.4 | -4.5% | 0.9% | -6.5% | 0.0% | -5.5% | 1.7% | 0.2
O=C(CC1C(=O)N(c2ccc(F)cc2)C(=O)N1Cc1ccc2c(c1)OCO2)Nc1ccc(Cl)cc1 (stereo not drawn) | -4.4% | / | -4.1% | / | 0.2% | ? | -12.8% | / | 0.0

Other structures.
structure | PTHR1 agonist | D3 antag | HEK293 tox | aSyn yeast inh | TDP-43 yeast inh | GLP-1R inv ag | KB-V1 MDR tox | GLP-1R agonist | D3 ag
CSc1ccccc1NC(=O)CSCc1ccc(C)cc1 | i | -12.2 | -27.7% | 0.6% | 27.2% | 5.01µM* | ? | 10.0% | -2.3
O=C(NCC1CCN(Cc2cccc(Cl)c2)CC1)c1cc2ccc3cccnc3c2[nH]1 | -13.8% | / | -6.4% | / | 0.0% | -11.8% | 23.9% | / | -16.5
Cc1ccc(S(=O)(=O)C(CNC(=O)C(=O)NCCc2ccc(Cl)cc2)c2cccs2)cc1 (stereo not drawn) | -9.1% | / | -14.7% | / | 16.9% | 6.2% | 1.2% | / | 7.2
Fc1ccccc1N1CCN(c2nc3ccccc3c3nc(-c4ccccc4)nn23)CC1 | -4.9% | / | 0.0% | / | 15.0% | -14.4% | 12.5% | / | 1.1
CCN(C(=O)COC(=O)c1cc(-c2ccccc2)nc2c1c(C)nn2-c1ccccc1)C1CCS(=O)(=O)C1 (stereo not drawn) | -19.2% | 5.2 | 58.7%[activator] | 7.9% | 6.2% | -5.8% | 0.1% | -7.5% | -0.6
COc1ccc(NC(=O)COC(=O)c2ccc(S(=O)(=O)N3CCCC3)cc2)cc1OC | -12.1% | 4.8 | 6.6% | 6.1%[1.84 µM] | 8.4% | 11.9% | ? | -5.0% | -7.4
Cc1ccnc(NC(=O)c2cnc(Cl)c(Cl)c2)c1 | -5.9% | -5.2 | -12.0% | 4.6% | 5.1% | -6.1% | -12.2% | 8.9% | 9.5
O=C(COC(=O)CNC(=O)c1ccccc1)Nc1nc(-c2ccccc2)cs1 | -6.4% | 11.5 | 9.0% | 2.5% | -20.4% | 8.3% | ? | 0.8% | -2.5
Cc1ccc(CCC(=O)Nc2cc(Cl)ccc2Cl)o1 | i | 5.5 | -1.5% | 5.0% | ? | ? | -14.3% | 4.1% | -9.3
CCc1ccc(N2CCn3c2nc2c3c(=O)n(Cc3cccc(C)c3)c(=O)n2C)cc1 | i | / | -21.6% | / | 18.7% | 4.5% | / | / | 2.5
COc1ccc(C(=O)C2CCCN(Cc3sc(N4CCCC4)nc3Cl)C2)c(OC)c1 (stereo not drawn) | -50.1%[inhibitor] | -65.1* | -9.5% | -2.6% | 3.3% | ? | ? | -4.1% | -20.3
Cn1cccc1Cc1nnc(SCC(=O)Nc2nccs2)n1C | i | -6.7 | -7.6% | -1.8% | 5.0% | -1.4% | -6.4% | 1.4% | 0.2
C/C(=N\OC(=O)c1ccccc1)c1c(C)nc2cc(C)ccn12 | -27.2% | ? | 1.8% | -7.9% | 14.4% | 16.7% | 20.0% | 2.7% | -2.9
CSc1nc(N2CCOCC2)cc(N2CCOCC2)n1 | -17.3% | -4.6 | 10.2% | 0.0% | -18.7% | 4.9% | 13.9% | 12.3% | -1.7
CCOC(=O)Nc1sc2c(c1C#N)CCC(C)C2 (stereo not drawn) | i | 1.0 | -1.1% | 9.7% | ? | 42.0%[activator] | 0.0% | ? | 4.3
O=S(=O)(NCC1CCCO1)c1ccc(S(=O)(=O)N(Cc2ccc(F)cc2)C2CCCCC2)cc1 (stereo not drawn) | 26.0%[57.5 µM] | -12.3 | -10.7% | 5.6% | -7.7% | 0.0% | ? | 6.5% | 6.1
CN(C)NC(=O)C(NC(=O)c1ccc(N)cc1)C12CC3CC(CC(C3)C1)C2 (stereo not drawn) | i | -9.5 | 10.2% | 0.0% | -13.3% | 19.2% | -1.4% | -3.1% | -2.3
O=C(/C=C/c1ccc(OC(F)F)cc1)OCC(=O)N1CCC(c2ccccc2)=N1 | -28.9% | -0.9 | -0.5% | 5.3% | -7.6% | 11.6% | -5.4% | 7.7% | 2.3
COC(=O)c1ccc(OCC(O)CN2CCN(C(=O)c3ccco3)CC2)c(OC)c1 (stereo not drawn) | -10.7% | -13.4 | 6.9% | -0.7% | -10.9% | 13.9% | -23.3% | 6.6% | 20.9
O=CN1Cc2ccccc2-c2ccccc2C1 | i | 13.9 | 16.4% | 18.1% | 12.6µM* | 2.3% | -13.8% | -1.7% | 0.0

Later entries.
structure | PTHR1 agonist | D3 antag | HEK293 tox | aSyn yeast inh | TDP-43 yeast inh | GLP-1R inv ag | KB-V1 MDR tox | GLP-1R agonist | D3 ag
O=C(Nc1nnc(C2CC2)s1)c1cccc(S(=O)(=O)N2CCc3ccccc32)c1 | -1.4%[57.5 µM] | ? | 51.1%[activator] | -7.3% | -12.6% | 17.6% | -10.2% | 4.4% | 0.3
CCCn1c(CN2CCN(c3ccc(OC)cc3)CC2)nc2c1c(=O)[nH]c(=O)n2C | -21.9% | / | -16.2% | / | -1.2% | 11.3% | -5.5% | 7.2% | 4.3
O=C(Nc1ccn(CCCN2CCC(N3CCOCC3)CC2)c(=O)n1)OCc1ccccc1 | -11.1% | -11.1 | 4.8% | -1.0% | 14.6% | -4.3% | -5.6% | 7.6% | 0.0
O=C1COc2ccc(C(=O)c3ccccc3C(=O)NCc3ccco3)cc2N1 | i | -21.3 | 19.6% | 0.5% | 13.6% | -17.6% | -10.4% | 4.0% | -0.2
CC(=O)Nc1c(Br)cc2c(c1Br)Cc1cc(Br)ccc1-2 | i | 20.2 | -8.5% | -1.0% | ? | 1.7% | ? | -1.0% | 5.6

Some of the entries so far, with values under each structure:
Each structure is followed by: PTHR1 agonist	D3 antag	HEK293 tox	aSyn yeast inh	TDP-43 yeast inh	GLP-1R inv ag	KB-V1 MDR tox	GLP-1R agonist	D3 ag
- Cc1cc(C)cc(NC(=O)CCn2cnc3cc(C)c(C)cc32)c1
    -18.1%	13.6	-6.3%	-4.7%	-6.6%	?	?	7.6%	2.8
- CCc1ccc(N2CCn3c2nc2c3c(=O)n(Cc3cccc(C)c3)c(=O)n2C)cc1
    i	/	-21.6%	/	18.7%	4.5%	/	/	2.5
